Compound activity from PubChem BioAssay.
FEN1 inhibitor – human FEN1 inhibition. P39748. 0.35% of 390,000 active. Potency, µM (doses to about 114 µM), for inactives: top-dose activity change, negative = inhibition, actives largely listed as inhibitors. Recombinant FEN1 flap cleavage, fluorescence, 15 min; further: nearly all actives have a fitted effect of over 65% in size
Target sequence (P39748 whole entry, looked up): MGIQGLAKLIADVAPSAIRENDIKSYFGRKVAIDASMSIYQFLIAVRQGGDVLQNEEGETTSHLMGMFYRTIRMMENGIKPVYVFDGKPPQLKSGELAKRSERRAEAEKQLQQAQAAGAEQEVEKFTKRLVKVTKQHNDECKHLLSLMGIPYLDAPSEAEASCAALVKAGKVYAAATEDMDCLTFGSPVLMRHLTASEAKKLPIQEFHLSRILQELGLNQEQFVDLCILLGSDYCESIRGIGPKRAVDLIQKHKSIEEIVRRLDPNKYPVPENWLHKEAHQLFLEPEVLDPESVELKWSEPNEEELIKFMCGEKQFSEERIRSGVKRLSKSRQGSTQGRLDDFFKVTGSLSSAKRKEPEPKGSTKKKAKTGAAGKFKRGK
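Quantitative HTS format: each compound was titrated, incubated with 10 nM nuclease for 15 min at room temperature, then challenged with flap substrate at 50 nM final. Signal change over 15 min gave concentration–effect curves.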
N370S GC mod – inhibits or activates N370S mutant glucocerebrosidase. P04062. N370S GC spleen homogenate, 4MU-glucoside fluorescence. Potency, µM (titrated, usually from 59.4 µM), without a hit: at the top dose activity change, negative = inhibition, most hits filed as inhibitors. 0.092% of 330,000 active;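 further: 0% = full enzyme activity and -100% = no enzyme basal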
DT40 TDP1 CPT – DT40-hTDP1 cell growth loss with CPT; Potency, µM (highest dose often 46.2 µM), for the others: at the top dose activity change, negative = growth inhibition, most hits filed as inhibitors; AID 686979; chicken DT40 Tdp1-/-;hTDP1 cells + 20 nM CPT, ATP luminescence, 48 h; 12% of 420,000 active; further: nearly all actives have a fitted effect of over 55% in size
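Cell growth measured by CellTiter-Glo luminescence after a minimum 48 h, 37 C compound exposure with 20 nM CPT in Tdp1-knockout DT40 cells stably expressing hTDP1, seeded 400/well; qHTS titration format.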
* hit, by the source's call; ? = inconclusive; . = not tested or not shown; & = joins results of further samples; [ ] = another dose, or the depositor's remark. The call rests on the fitted dose curve; in most records, active means well fitted curve in the direction sought with a large enough effect; inconclusive means small, poorly fitted or top-dose-only effect, or another doubt; inactive means no such curve, though single readings can be large; an effect the other way counts as inactive or inconclusive. Unless noted, on the % scale 0 is the no-effect control and ±100 the full control effect; potency means the concentration at half of the fitted maximal effect. Some of the compounds tested, so the mix of outcomes need not match the whole.

mol	FEN1 inhibitor	N370S GC mod	DT40 TDP1 CPT
Cc1noc(Cn2c(=O)c3ccccc3n(CC(=O)Nc3ccc(F)cc3F)c2=O)n1	20%	.	?
COc1nc(Nc2cccc([N+](=O)[O-])c2)nc(OC)n1	-4%	17%	6%
Oc1ccc(-c2nc3ccccc3s2)cc1	8%	13%	?
Cc1cccc(NC(=S)Nc2cccc(C(F)(F)F)c2)n1	-3%	?	?
COc1ccc(N2CCN(Cc3nc4c(c(=O)[nH]c(=O)n4C)n3Cc3ccccc3F)CC2)cc1	-2%	.	-20%
O=C(Nc1ncn[nH]1)c1c(Cl)ccc(Cl)c1Cl	4%	-3%	-20%
CCOc1ccc(NC(=O)c2ccc(S(=O)(=O)N(C)C)cc2)cc1	3%	17%	-23%
COC(=O)C(NS(N)(=O)=O)C(C)C (configuration not stated)	14%	1%	.
CC/C(=N/NC(=O)c1ccccc1O)c1c(C)[nH]n(-c2ccccc2)c1=O	-22%	.	2.1µM*
O=C(Nc1ccccc1C(=O)Nc1ccncc1)c1ccc([N+](=O)[O-])cc1	-34%	1%	-2%
Cc1nc2sccn2c(=O)c1S(=O)(=O)Nc1ccc(N2CCOCC2)c(Cl)c1	19%&-7%	-6%	18µM*
Cn1c(SCC(=O)NC(C)(C)C)nc(O)cc1=O	4%	-3%	-5%
COc1cc(/C=N/NC(=O)NC23CC4CC(CC(C4)C2)C3)ccc1OCC(N)=O	-21%	1%	?
O=C(CSCc1ccc(Cl)cc1Cl)Nc1c[nH]c(=O)[nH]c1=O	-1%	-2%	-29%
COc1ccc(-c2nn(-c3ccccc3)cc2C=O)cc1[N+](=O)[O-]	0%	0%	-14%
C=C1[C@@H](CCO)N(S(=O)(=O)C(C)(C)C)C[C@@H]1C	3%	.	-9%
CCOc1ccc(Cl)cc1S(=O)(=O)N1CCC(C(=O)NC2CC2)CC1	3%	-6%	-1%
CC(C)NC(=O)Nc1cccc2c1O[C@H](CN(C)C(=O)Nc1ccc(C(F)(F)F)cc1)[C@@H](C)CN([C@H](C)CO)C2=O	10%	.	-11%
Cc1ccccc1-c1nnc(SCC#N)o1	12%	0%	3%
COC(=O)c1ccccc1NC(=O)c1cc2nc(C3CC3)cc(C(F)(F)F)n2n1	1%	5%	?
COc1ccc(Cl)cc1NC(=O)CN(C)CC(=O)NCc1cccs1	19%	.	?
CN1C(=O)c2cccc3c(Cl)ccc(c23)C1=O	-3%	3%	-6%
CC(C)=NNc1nc2c(c(=O)[nH]c(=O)n2C)n1CCCc1ccccc1	-11%	-6%	-8%
O=C(c1ccccc1)c1ccc(N2CCCC2)cc1	-7%	23%	?

Results in DT40 TDP1 CPT and N370S GC mod, for four of the compounds above:
smiles	DT40 TDP1 CPT	N370S GC mod
CCOc1ccc(Cl)cc1S(=O)(=O)N1CCC(C(=O)NC2CC2)CC1	-1%	-6%
COc1ccc(-c2nn(-c3ccccc3)cc2C=O)cc1[N+](=O)[O-]	-14%	0%
Cc1ccccc1-c1nnc(SCC#N)o1	3%	0%
COc1ccc(Cl)cc1NC(=O)CN(C)CC(=O)NCc1cccs1	?	.

The listing continues:
mol	FEN1 inhibitor	N370S GC mod	DT40 TDP1 CPT
Cc1ccccc1-n1nnnc1SCc1ncc(-c2ccccc2)o1	-16%	15%	-20%
Cc1nc(NC(=O)CN2CCCCC2)sc1C(=O)N(C)C	24%	-1%	-10%
OCCC1CN(Cc2cnc(-c3cccc4ccccc34)nc2)CCN1C1CCCCC1 (configuration not stated)	7%	-6%	23µM*
COc1ccc(CCNC(=O)CSCC(=O)Nc2ccccc2)cc1OC	0%	-2%	20%
Cc1ccccc1NC(=O)Cn1c(=O)n(Cc2ccc3c(c2)OCO3)c(=O)c2oc3ccccc3c21	-2%	.	4.1µM*
CCCOc1ccc(Cn2c(=O)oc3ccc(C)cc32)cc1OC	-1%	0%	?
Cn1c(=O)c2c(nc(CN3CCc4ccccc4C3)n2Cc2ccccc2F)n(C)c1=O	-3%	-1%	8.2µM*
Cc1ccccc1NC(=S)NCc1ccco1	-1%	7%	-1%
C=CCn1c(Cc2csc(N)n2)nnc1SCC(=O)Nc1ccccc1C(F)(F)F	-4%	15%	-12%
COc1ccc(/C=C/c2ccnc3ccccc23)c(OC)c1	-6%	.	22µM*
Cn1c(Cn2c(=O)sc3ccccc32)nnc1SCC(=O)Nc1ccccc1F	-3%	3%	-20%
Cc1ccc(-n2cc(CN(C)Cc3nccn3C)c(-c3cccc(C)c3)n2)cc1	-22%	-23%	21µM*
CCOC(=O)c1cc(C#N)c(Oc2ccccc2)nc1-c1ccccc1	-16%	4%	?
CCN1CCN(CCNC(=O)c2ccc3c(c2)N(Cc2ccc(F)cc2)C(=O)/C(=C/c2ccccc2)S3)CC1	-20%	?	12µM*
CCCN1Cc2cccc(C(=O)Nc3cc(Cl)ccc3C)c2C1=O	-17%	.	?
COC(=O)C(C)NC(=O)C12CC3CC(C1)CC(c1ccc(C)cc1)(C3)C2 (configuration not stated)	0%	-2%	?
Fc1ccc2[nH]c3c(N4CCc5ccccc5C4)ncnc3c2c1	-1%	0%	1.8µM*
O=C(c1ccccc1F)N1CCN(c2ncccn2)CC1	4%	-1%	-1%
CCN(CC(=O)NC1CCS(=O)(=O)C1)S(=O)(=O)c1cc(Br)ccc1Br (configuration not stated)	3%	-12%	-1%
CCN(C(=O)CN1C(=O)COc2ccc(S(=O)(=O)N3CCCCCC3)cc21)c1cccc(C)c1	2%	15%	?
COc1cc(C(=O)NCCCn2ccnc2)cc(OC)c1OC	-10%	-4%	0%
N#CC(c1nc2ccccc2nc1N1CCCC1)S(=O)(=O)c1ccccc1 (configuration not stated)	-17%	2%	-1%
N#Cc1cnn(-c2ccccc2)c1NC(=O)c1ccccc1F	-4%	.	0%
CN1CCN(C(c2cccc(C(F)(F)F)c2)c2nnnn2C(C)(C)C)CC1 (configuration not stated)	-1%	-8%	-25%
O=C(Nc1cccc2ncccc12)c1ccccc1Cl	26%	-1%	-3%
COc1cccc(C(=O)COC(=O)c2ccc(NC(=O)c3ccccc3)cc2)c1	-7%	.	-2%
COc1ccc(C(=O)/C=C/Nc2cc(C)on2)cc1	-6%	5%	-1%
Cc1cc(Oc2ccccc2)nc(N)n1	-13%	-7%	-13%
Cc1noc(C)c1-c1nc(CSc2ccc(Cl)cc2)no1	-6%	-8%	8%
O=C(NCc1ccccc1F)C1CCN(Cc2cc3ccccc3n2Cc2cccc(Cl)c2)CC1	8%	.	?
Cc1ccc(NC(=O)C(C)N2CCCC2)cc1Cl (configuration not stated)	16%	-7%	18%
CCOC(=O)c1c(C)[nH]c(C)c1S(=O)(=O)NCC(=O)Nc1cc(Cl)ccc1OC	-3%	.	?
COc1cc2nc(Cl)nc(NCCO)c2cc1OC	4%	-9%	6%
O=C(COC(=O)c1ccco1)c1ccc(F)cc1	0%	0%	13%
O=C(c1cc[n+]([O-])cc1)N1CCCC(N2CCN(c3cccc(C(F)(F)F)c3)CC2)C1 (configuration not stated)	-4%	?	10µM*
COC(=O)c1ccc(NC(=O)CSc2nncn2-c2cccnc2)cc1	1%	1%	-9%

New compounds follow.
The line under a structure holds: FEN1 inhibitor, N370S GC mod, DT40 TDP1 CPT
> Cc1ccc(C23CC4CC(CC(NC(=O)NN)(C4)C2)C3)cc1
    -11%, 23%, -28%
> COc1cccc(C(O)c2nc3ccccc3n2C)c1 (configuration not stated)
    6%, 0%, -2%
> CC(C)CCN(C(=O)c1ccc(N2CCCC2=O)cc1)c1c(N)n(Cc2ccccc2)c(=O)[nH]c1=O
    -1%, -2%, -24%
> COc1ccc(Nc2nc3nonc3nc2N2CCCCC2)cc1
    -13%, 12%, -2%
> O=C(COC(=O)c1n[nH]c2ccccc12)c1cc(F)ccc1F
    2%, -13%, -28%
> COc1ccc(Cl)cc1NC(=O)Cc1coc2c(C)c(C)ccc12
    -18%, ., ?
> CCOC(=O)COc1cccc2c(=O)n(CC(=O)N3CCCc4ccccc43)ccc12
    23%, -9%, -24%
> COc1ccc(CCC(=O)OCC(=O)Nc2c(C)n(C)n(-c3ccccc3)c2=O)cc1
    17%, ., 4%
> O=C(NCc1cccs1)c1nn(-c2ccccc2)nc1CO
    0%, ., -26%
> Cc1cccc(CS(=O)(=O)CC2Nc3ccc(C(=O)NCc4ccccc4Cl)cc3NC2=O)c1 (configuration not stated)
    0%, ., 8.2µM*
> COc1ccc2[nH]c3ccc(OC)cc3c2c1
    6%, 12%, -5%
> CN(C)S(=O)(=O)c1cccc(C(=O)OCC(=O)N2CCCC2=O)c1
    4%, 1%, -13%
> COc1ccc(C(CNC(=O)Cc2c(F)cccc2Cl)N2CCCCC2)cc1 (configuration not stated)
    14%, 24%, -8%
> COc1ccc(-c2onc(C)c2-c2ccccc2)c(O)c1
    0%, -6%, ?
> COc1ccc(C(=O)NNC(=S)NC(=O)C(C)(C)C)cc1
    -12%, -7%, 6.5µM*
> O=C(Nc1ccc(N2CCOCC2)c(F)c1)c1ccncc1
    -1%, 0%, -16%
> O=C(c1cc2ccccc2oc1=O)N1CCN(C(=O)C2CCCO2)CC1 (configuration not stated)
    8%, 4%, ?
> COc1cccc2c(=O)n(CC(=O)NCCc3ccccc3)ccc12
    -4%, 13%, -5%
> O=C1c2ccccc2C(Nc2ccc(S(=O)(=O)N3CCOCC3)cc2)N1Cc1ccco1 (configuration not stated)
    34%, -7%, ?
> COc1ccc(CCNC(=O)c2cc(-c3cc(C)ccc3O)n[nH]2)cc1OC
    0%, -9%, ?
> O=c1[nH]c2ccsc2c(=O)n1-c1ccc(F)cc1
    -1%, 0%, -8%
> Cc1csc(NC(=O)Cc2c(F)cccc2Cl)n1
    -1%, 3%, ?
> CC(=O)Nc1ccc2nc(SCCOc3cc(C)cc(C)c3)sc2c1
    11%, ., ?
> COc1ccc(-c2cc(C)no2)cc1S(=O)(=O)N(C)Cc1ccco1
    -7%, 3%, ?
> COc1cc(C)ccc1OCC(=O)OCC(=O)c1cc(C)n(CC2CCCO2)c1C (configuration not stated)
    -15%, ., 1%
> COCCOc1ccc(C(F)(F)F)cc1N
    5%, -14%, -1%
> CC(C)c1nnc(NC(=O)CCC(=O)NCc2ccco2)s1
    -2%, 3%, -17%
> Cc1ccccc1C(=O)Nc1ccc(S(=O)(=O)N2CCC(c3nc4ccccc4s3)CC2)cc1
    -1%, ., 13µM*
> CN1CCN(NC(=O)c2cccc(F)c2)CC1
    2%, 1%, 38%[activator]
> Cn1c(=O)c2nc3ccccc3nc2n(C)c1=O
    8%, -6%, -1%

Whole records from above.
COc1ccc(-c2cc(C)no2)cc1S(=O)(=O)N(C)Cc1ccco1 across the screens: FEN1 inhibitor: -7%; N370S GC mod: 3%; DT40 TDP1 CPT: ?
O=C(c1cc2ccccc2oc1=O)N1CCN(C(=O)C2CCCO2)CC1 (configuration not stated) across the screens: FEN1 inhibitor: 8%; N370S GC mod: 4%; DT40 TDP1 CPT: ?

Additional structures follow.
The line under a structure holds: FEN1 inhibitor, N370S GC mod, DT40 TDP1 CPT
> CC(Sc1ncnc2ccccc12)C(=O)Nc1ccc2c(c1)OCCO2 (configuration not stated)
    -13%, ?, 15µM*
> c1cnc(SCCOc2ccc3c(c2)CCC3)nc1
    ?, 17%, ?
> N#Cc1cccc(-c2nc3cnc(Nc4ccccc4)nc3n(C[C@H]3CCCO3)c2=O)c1
    ., -3%, 9%
> COc1cc(/C=N/NC(=O)c2sc(N)c(C#N)c2C)cc(Br)c1O
    -3%, 4%, -29%
> COc1cc(S(=O)(=O)NCCc2ccc3c(c2)OCO3)ccc1-n1cnnn1
    0%, 1%, -24%
> COc1cccc2cc(C(=O)N3CCc4ccccc4C3)c(=O)oc12
    -1%, 0%, -9%
> COc1cc2nc(Nc3ccc(C)c(C)c3)nc(N)c2cc1OC
    ?, -15%, 23µM*
> CCOC(=O)[C@H]1[C@H]2COc3ccc(Br)cc3[C@@H]2N2C(=O)N(c3ccccc3)C(=O)[C@@]12C
    3%, ., 18µM*
> CC(C)c1ccccc1NC(=S)NCc1nc2ccccc2[nH]1
    -8%, 9%, 0%
> O=[N+]([O-])c1ccc(N/N=C2\CC3CC=CC23)c([N+](=O)[O-])c1 (configuration not stated)
    -17%, 10%, 13µM*
> COc1ccc(OC)c(-n2c(SCC(=O)NCc3ccco3)nnc2-c2c[nH]c3ccccc23)c1
    -21%, -16%, ?
> Cc1ccc(C)c(N2CCN(C(=O)c3cc(S(=O)(=O)N4CCCCCC4)cn3C)CC2)c1
    -24%, ., ?
> O=[N+]([O-])c1ccccc1CNC(Cc1ccccc1)c1ccccc1 (configuration not stated)
    -14%, -5%, -9%
> O=C(CSc1nnc2c(n1)[nH]c1ccc(F)cc12)NCc1ccc(F)cc1
    -21%, -4%, 6%
> CN(Cc1ccc(F)cc1)S(=O)(=O)c1nnc(NC(=O)c2ccccc2)s1
    2%&3%, 19%, -14%&-30%
